Screens: PubChem BioAssay, National Center for Advancing Translational Sciences (NCATS)
HEK293 tox: qHTS of GLP-1 Receptor Inverse Agonists: Cytotox Screen. HEK293 cAMP-luciferase reporter cells, luminescence, 24 h. Potency, µM (series often up to 38.3 µM), without a hit: at the highest dose activity change, negative = inhibition, usual class: inhibitors. 0.13% of 410,000 active;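 further: loss of luciferase light is scored as toxicity; potency means the concentration at half of the fitted maximal effect; on the % scale 0 is the no-effect control and ±100 the full control effect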
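Quantitative HTS format, 1536 wells, 200 cells/uL seeded. Compounds: 23 nL, 24 h, 37 °C. Detection: luciferase reagent, luminescence at 12 min RT; decreased signal taken as cytotoxic.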
GLP1R inv ag: qHTS of GLP-1 Receptor Inverse Agonists (Inhibition Mode). HEK293 GLP-1R CRE-luciferase, luminescence, 24 h; GLP-1R form is constitutively active. 1.6% of 410,000 active. Glucagon-like peptide 1 receptor (Homo sapiens), P43220. Potency, µM (top dose mostly 38.3 µM), for the others: top-dose activity change, negative = inhibition, usual class: inhibitors; further: potency means the concentration at half of the fitted maximal effect; on the % scale 0 is the no-effect control and ±100 the full control effect; nearly all actives have a fitted effect of over 55% in size
Target sequence (P43220 whole entry, looked up): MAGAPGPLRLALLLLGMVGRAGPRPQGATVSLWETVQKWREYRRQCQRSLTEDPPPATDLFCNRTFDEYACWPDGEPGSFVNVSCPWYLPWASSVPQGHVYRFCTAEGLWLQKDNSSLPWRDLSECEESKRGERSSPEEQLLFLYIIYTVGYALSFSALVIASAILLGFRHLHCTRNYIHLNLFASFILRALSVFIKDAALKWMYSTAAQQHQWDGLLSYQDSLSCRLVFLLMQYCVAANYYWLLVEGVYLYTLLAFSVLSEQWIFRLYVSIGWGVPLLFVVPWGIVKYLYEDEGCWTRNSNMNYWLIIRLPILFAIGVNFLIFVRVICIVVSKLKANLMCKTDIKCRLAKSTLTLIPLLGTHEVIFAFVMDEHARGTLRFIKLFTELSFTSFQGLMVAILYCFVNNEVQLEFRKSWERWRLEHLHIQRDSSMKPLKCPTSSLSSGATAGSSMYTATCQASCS
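Readout was luciferase luminescence, measured 12 min after detection reagent at room temperature. Beforehand, GLP-1R reporter HEK293 cells had sat 12 h, then received compounds for 24 hr at 37 deg C.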
KB-V1 MDR tox: qHTS assay for MDR1-selective chemotherapeutics: Primary screen using the drug-selected MDR subline cells KB-V1. AID 1347076, 2019. Potency, µM (titrated, usually from 46.1 µM), without a hit: at the top dose activity change, negative = cytotoxicity, hits mostly cytotoxic. 3.4% of 400,000 active. KB-V1 MDR cells viability, CellTiter-Glo, 72 h; further: potency means the concentration at half of the fitted maximal effect; on the % scale 0 is the no-effect control and ±100 the full control effect; nearly all actives have a fitted effect of over 60% in size
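In this primary screen, KB-V1 cells overexpressing P-gp are incubated with library compounds (lowest to highest concentration) for 72 h at 37 degrees C before a luminescent ATP viability read.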
DRD3 agonist: qHTS of D3 Dopamine Receptor Agonist: qHTS; 0.58% of 410,000 active; D(3) dopamine receptor (Homo sapiens), P35462; max activation, %; D3R DiscoveRx beta-arrestin cells, luminescence, 90 min; in the data active means max activation above about 30%; further: 0% is about no effect; mostly tested at two doses, the higher about 12 µM
Target sequence (P35462 whole entry, looked up): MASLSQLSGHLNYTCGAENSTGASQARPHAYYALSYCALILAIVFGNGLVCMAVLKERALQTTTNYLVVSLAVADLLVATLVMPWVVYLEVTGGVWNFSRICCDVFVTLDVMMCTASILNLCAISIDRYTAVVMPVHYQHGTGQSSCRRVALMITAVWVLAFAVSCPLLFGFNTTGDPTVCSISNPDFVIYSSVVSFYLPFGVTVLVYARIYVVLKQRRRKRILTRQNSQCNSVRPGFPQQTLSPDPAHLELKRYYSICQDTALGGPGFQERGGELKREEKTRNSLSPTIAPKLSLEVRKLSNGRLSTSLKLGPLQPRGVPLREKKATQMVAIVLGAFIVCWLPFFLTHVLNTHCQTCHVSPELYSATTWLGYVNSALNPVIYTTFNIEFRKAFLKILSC
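Agonist mode: compounds and dopamine controls were applied to plated cells for 90 min at 37 degrees C after an overnight attachment at 1500 cells/well. Luminescent read-out followed 30 - 60 minutes at room temperature with DiscoveRx detection reagent.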
TDP-43 yeast inh: qHTS of TDP-43 Inhibitors | TDP-43 expressing yeast growth rescue, BacTiter-Glo, 24 h | Potency, µM (top dose mostly 46.1 µM), for the others: at the top dose growth rescue (activation), hits mostly activators | 1.8% of 410,000 active | AID 652104, 2013; further: potency means the concentration at half of the fitted maximal effect; % of control where 0% means no effect; nearly all actives have a fitted effect of over 50% in size
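Yeast expressing TDP-43 (pregrown in raffinose, seeded at OD600=0.02 in galactose medium) exposed to compounds 24 hr at 30 deg C. Growth read by BacTiter-Glo luminescence; rescue of toxicity appears as increased signal.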
aSyn rescue: qHTS of alpha-syn Inhibitors | 0.14% of 370,000 active | Potency, µM (doses to about 46.1 µM), for inactives: at the highest dose growth rescue (activation), actives largely listed as activators | AID 652106, 2013 | Yeast expressing alpha-synuclein, growth rescue, BacTiter-Glo, 24 h; further: potency means the concentration at half of the fitted maximal effect; % of control where 0% means no effect; nearly all actives have a fitted effect of over 65% in size
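Rescue of yeast growth: cells expressing toxic alpha-synuclein, induced in galactose at OD600 0.02, incubated with compound 24 h at 30 C. ATP luminescence quantified growth; inhibitors of toxicity appear as activators.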
GLP-1R agonist: qHTS of GLP-1 Receptor Agonists | AID 624172, 2012 | 0.007% of 380,000 active | Glucagon-like peptide 1 receptor (Homo sapiens), P43220 | HEK293 GLP-1R CRE-luciferase, luminescence, 4-6 h; cells express a hypersensitive GLP-1R form | Potency, µM (top dose mostly 45.6 µM), without a hit: at the top dose activation, usual class: activators; further: potency means the concentration at half of the fitted maximal effect; % of control where 0% means no effect
D3 antag: qHTS of D3 Dopamine Receptor Antagonist: qHTS; D(3) dopamine receptor (Homo sapiens), P35462; D3R cells, DiscoveRx beta-arrestin luminescence, antagonist mode; stronger effect = lower value; max response, negative = inhibition, %; 2.5% of 360,000 active; in the data active means max response below about -50%; inconclusive means no clear call, values can overlap the other calls; further: on the % scale 0 is the no-effect control and ±100 the full control effect; mostly tested at two doses, the higher about 12 µM
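Cells plated overnight at 1500 cells/well, then exposed to library compounds with dopamine controls for 90 minutes at 37 degrees C. DiscoveRx reagent added for 30–60 minutes at room temperature; luminescence read, quantitative HTS format.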
PTHR1 ag: qHTS for PTHR1 Agonists: Primary Screen; Parathyroid hormone/parathyroid hormone-related peptide receptor (Homo sapiens), Q03431; HEK293 GP2 PTHR1 cells, GloSensor cAMP luminescence, 1 h; Potency, µM (highest dose often 115 µM), for the others: at the top dose activation, usual class: activators; 0.075% of 410,000 active; AID 743266, 2014; further: potency means the concentration at half of the fitted maximal effect; nearly all actives have a fitted effect of over 55% in size; some results filed as inactive show a strong effect at the top dose; inactives centre near -15; many of its hits are not listed in these tables
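HEK-293-derived GP2 cells expressing PTHR1 and a GloSensor cAMP reporter, 3,000/well, plated overnight, given luciferin plus IBMX (each 0.5 mM as added) for 1 h at 37 °C, then compound for 1 h at 37 °C. Luminescence was read after 15 min at room temperature.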
An asterisk follows results filed as active; i = inactive; u = inconclusive; x = no result given; [ ] = remark or other dose. Unless noted, the call rests on the fitted dose curve; in most records, active means well fitted curve in the direction sought with a large enough effect; inconclusive means small, poorly fitted or top-dose-only effect, or another doubt; inactive means no such curve, though single readings can be large; an effect the other way counts as inactive or inconclusive. Not all compounds are listed. The share of hits here may be higher or lower than overall.

structure,PTHR1 ag,DRD3 agonist,GLP1R inv ag,D3 antag,HEK293 tox,KB-V1 MDR tox,aSyn rescue,GLP-1R agonist,TDP-43 yeast inh
CCCSc1nnc2nc3c(nn12)c1ccccc1n3C,-34.6%,-10.9,2.1%,0.0,4.0%,-23.3%,-20.5%,4.5%,-8.3%
Cc1cc(C(=O)NCc2cccs2)nn1C,i,18.1,5.0%,-13.6,-3.4%,16.2%,0.1%,10.3%,18.2%
COc1cn(CC(=O)Nc2cc(C)ccc2C)c(CN2CCCCC2)cc1=O,12.9%,0.6,3.4%,x,5.0%,x,x,x,-0.5%
CCOC(=O)c1c(S(=O)(=O)NCC(=O)N2CCN(c3cc(C)ccc3C)CC2)c(C)n(C)c1C,-14.8%,-12.6,-10.4%,x,-2.6%,-18.9%,x,x,14.0%
CCOc1ccc(NC(=O)c2cc3ccccc3cc2O)cc1,-50.1%[inhibitor],6.4,5.1%,32.9,6.3%,-1.0%,-8.2%,-2.8%,15.5%
COc1ccc(CC(=O)N/N=C(\C)c2cccnc2)cc1OC,-24.6%,2.7,-13.6%,1.4,-18.8%,2.2%,0.2%,-0.3%,-3.0%
Cc1cc(Cl)cc(Br)c1OCCNCC(C)O (stereo not given),i,-13.5,u,-70.8*,24.4%,11.1%,2.6%,8.5%,-2.7%
COc1ccc(Cl)cc1NS(=O)(=O)c1ccc2[nH]c3c(c2c1)CCCC3,i,4.9,u,x,u,14.4%,x,x,12.6µM*
COC(=O)c1sc2cccc(F)c2c1S(=O)(=O)Nc1cc(C)c(Cl)cc1OC,-10.4%,1.6,u,x,4.4%,u,x,x,u
COc1ccccc1/C=N/OCC(=O)NCc1ccc2c(c1)OCO2,-4.2%,-2.3,4.0%,-19.4,5.1%,-18.1%,-1.4%,7.5%,-5.2%
COc1cc(/C(C#N)=C/c2ccccc2)c([N+](=O)[O-])cc1OC,-14.0%,0.5,32.0%,-25.1,-8.4%,u,3.8%,10.6%,10.8%
Cc1c(C#N)c(N)nc(Cl)c1C#N,-0.9%,1.7,-7.3%,-2.9,u,-3.0%,0.6%,6.9%,-16.2%
O=C(COC(=O)c1cc(-c2ccccc2)nc2ccccc12)NC1CC1,-12.3%,9.9,-17.3%,3.9,-7.7%,u,-0.7%[1.84 µM],5.7%,35.5µM*
C/C(=N\S(=O)(=O)c1ccc(C)cc1)N1CCCCC1,-18.4%,-29.6,8.6%,-24.2,16.9%,1.0%,-0.6%,4.1%,-21.6%[9.22 µM]
COc1ccc(NC(=O)COc2ccc(/C=C/c3cccc[n+]3C)cc2OC)cc1,i,1.5,-0.6%,5.1,-20.2%,u,-9.8%,9.1%,-13.8%
CCOc1ccc(S(=O)(=O)N(CC(=O)N2CCc3ccccc32)Cc2ccco2)cc1,i,-1.1,8.91µM*,-66.2*,-4.1%,-22.4%,11.9%,-10.5%,-0.7%
CCOCc1nc(N)nc(N)c1-c1cccc(Cl)c1,i,-1.7,15.1%,58.2,-25.4%,0.5%,1.0%,14.3%,8.3%
O=C1CCC(C(=O)Nc2ccccc2N2CCOCC2)=NN1,-12.3%,-1.3,23.2%,8.4,-7.3%,0.0%,0.0%,10.8%,5.7%
COc1ccccc1CNC(=O)C1CCN(S(=O)(=O)c2cccc([N+](=O)[O-])c2)CC1,i,3.4,-14.0%,15.0,-7.4%,-23.6%,0.4%,5.1%,6.1%
COc1ccc2c(COC(=O)c3n[nH]c4ccccc34)cc(=O)oc2c1,-15.7%,3.0,0.0%,-1.9,-13.3%,-26.2%,-6.3%,3.8%,-8.6%
COc1ccc(-c2[nH]n(-c3ccc([N+](=O)[O-])cc3)c(=O)c2C=NCc2ccccc2)cc1,i,2.4,1.0%,14.7,-14.1%,-4.0%,0.7%,0.3%,23.2%
COc1ccc(N2C(=O)C3CCCN3C2c2cccc(Br)c2)cc1 (stereo not given),23.7%,-14.5,-4.1%,-2.2,2.6%,0.0%,3.4%,-1.0%,-4.0%
CC(Oc1ccc(/C=N/NC(=O)Cc2cccc3ccccc23)cc1)C(=O)O (stereo not given),u,-6.2,-17.8%,-22.4,1.4%,7.0%,-3.9%,-5.3%,-2.3%
CC(N)C(=O)NC(C(=O)NC(C)C(=O)Nc1cccc2ccccc12)C(C)C (stereo not given),-18.2%,10.9,8.9%,7.6,-12.3%,14.3%,-2.4%,-6.1%,5.5%
CC1CCCC(C)N1C(=O)COC(=O)CSc1ccc(C(N)=O)cc1[N+](=O)[O-] (stereo not given),i,1.6,3.1%,21.0,3.8%,0.5%,3.2%,-0.9%,13.6%

2 records drawn at random from those above, as already listed:
structure,PTHR1 ag,DRD3 agonist,GLP1R inv ag,D3 antag,HEK293 tox,KB-V1 MDR tox,aSyn rescue,GLP-1R agonist,TDP-43 yeast inh
C/C(=N\S(=O)(=O)c1ccc(C)cc1)N1CCCCC1,-18.4%,-29.6,8.6%,-24.2,16.9%,1.0%,-0.6%,4.1%,-21.6%[9.22 µM]
COc1ccccc1CNC(=O)C1CCN(S(=O)(=O)c2cccc([N+](=O)[O-])c2)CC1,i,3.4,-14.0%,15.0,-7.4%,-23.6%,0.4%,5.1%,6.1%

More entries.
structure,PTHR1 ag,DRD3 agonist,GLP1R inv ag,D3 antag,HEK293 tox,KB-V1 MDR tox,aSyn rescue,GLP-1R agonist,TDP-43 yeast inh
Cc1nc2ccccc2c(=O)n1NC(=O)c1ccc(Cl)cc1,-12.9%,5.2,-0.7%,-2.1,-1.8%,4.7%,-10.8%,9.3%,24.2%
Cc1ccc(C)c(OCCC(=O)OCC(=O)Nc2cc(S(=O)(=O)N3CCCCC3)ccc2C)c1,i,-5.7,u,3.6,13.9%,-2.3%,10.8%,4.5%,0.0%
CCN(CC(=O)Nc1cc(S(=O)(=O)N2CCOCC2)ccc1Cl)Cc1ccccc1,-52.7%[inhibitor],0.9,u,11.4,2.2%,-13.3%,0.2%,10.7%,10.6%
O=C(Nc1ccc(-c2nnc3n2CCCCC3)cc1)c1cc2ccccc2o1,-13.8%,0.1,7.6%,9.4,6.7%,-5.4%,6.9%,6.9%,-9.5%
CCn1nc(C)c(CCN(C)C(=O)Nc2cccc(Cl)c2C)c1C,i,-0.4,10.6%,x,-0.3%,2.5%,x,x,8.6%
CCCn1c(NC(=O)c2ccc(Cl)c(S(=O)(=O)N3CCCC3)c2)nc2ccccc21,-30.1%[inhibitor],0.3,u,-0.1,-15.4%,u,2.2%,0.2%,24.8%
CCCC#Cc1cnc2c(c1)C(=O)N([C@H](C)CO)C[C@H](C)[C@@H](CN(C)C(=O)CCN1CCCCC1)O2,-15.0%,-4.3,1.7%,-7.5,-14.7%,-15.6%,2.9%,-1.2%,10.4%
O=C(Cn1nnc(-c2ccccc2NC(=O)c2ccco2)n1)Nc1ccccc1,-7.6%[57.5 µM],3.1,u,6.1,u,0.1%,0.9%,-7.8%,4.0%
CC1=Nn2c(nnc2-c2cc(C)[nH]n2)SC1,i,2.6,7.0%,13.0,18.2%,19.8%,-1.1%,0.3%,4.9%
COc1ccc(CNCc2cccc(OC)c2OC)cc1Br,-10.9%,-1.0,u,-9.7,0.3%,u,-2.7%,0.7%,-3.7%
CN(C)C(CNC(=O)c1ccc(C(F)(F)F)cc1)c1ccco1 (stereo not given),-18.9%,-19.9,2.9%,-7.4,3.6%,5.1%,-4.5%,-2.3%,12.4%
CCN1CCCC1CNC(=O)c1ccc(Sc2ccccc2Cl)c([N+](=O)[O-])c1 (stereo not given),i,-14.6,3.16µM*,-75.0*,-28.1%,-25.5%,10.3%,7.0%,-2.5%
CN(C)c1cc(Nc2cccc(O)c2)c([N+](=O)[O-])c2nonc12,-20.2%,-4.7,64.3%[activator],0.4,-3.6%,3.7%,-2.1%,14.5%,-2.8%
COc1ccc(S(=O)(=O)N2CCC3CC2c2cc(-c4ccc5c(c4)OCO5)ccc23)cc1 (stereo not given),-24.3%,-5.4,14.3%,0.0,3.0%,3.0%,-2.1%,3.1%,10.7%
O=C(NCc1ccco1)C(c1cccnc1)N(C(=O)Cn1nnc2ccccc21)c1ccccc1 (stereo not given),i,-0.1,6.0%,-18.8,-9.3%,3.3%,-10.5%,-2.6%,5.5%
O=c1c(S(=O)(=O)c2ccccc2)cn(Cc2ccccc2)c2cc(N3CCOCC3)c(F)cc12,-24.7%,4.9,4.0%,x,1.4%,-11.1%,x,x,16.9%
CC(=O)C1(O)CCC2C3CCC4CC(=O)CCC4(C)C3C(=O)CC21C (stereo not given),-42.1%[inhibitor],3.1,1.3%,15.8,-1.7%,u,-0.3%,-8.2%,38.2%
CC(OC(=O)C1CCC1)C(=O)Nc1cc(Cl)cc(Cl)c1 (stereo not given),-24.3%,-0.8,-25.7%,-16.2,0.7%,1.0%,-16.8%,1.6%,27.7%
Cn1c(=O)c2c(nc(NC3CCCCC3)n2CC(O)COc2ccccc2)n(C)c1=O (stereo not given),-20.5%[57.5 µM],4.3,u,3.0,4.0%,u,6.9%,3.4%,18.4%
CCCCCn1c(CN2CCCCC2C)nc2c1c(=O)n(C)c(=O)n2C (stereo not given),i,1.4,-1.8%,28.0,1.9%,4.61µM*,-3.1%,-7.7%,14.6%
